SRC1 TRFRET art – flags TR-FRET format artefacts in PPARgamma SRC-1 recruitment agonist screen; 99,000 compounds, 0.34% hits; AID 1051; TR-FRET ratio at 8 µM; TR-FRET detection artefact counter-screen, emission ratio; stronger effect = higher value; in the data active = TR-FRET ratio above about 2300; note: inactives centre near 1800; reference of the scale not given here
SRC3 TRFRET art – TR-FRET artefact, counter-screen to PPARgamma/SRC-3 agonist assay | 99,000 compounds, 0.39% hits | AID 1048 | TR-FRET ratio at 8 µM | PPARgamma/SRC-3 format; stronger effect = higher value; in the data active = TR-FRET ratio above about 2000; note: inactives centre near 1600; reference of the scale not given here
Active calls of the source: *. Only part of the results is shown, so the mix of outcomes need not match the whole.

Structure | SRC1 TRFRET art | SRC3 TRFRET art
COc1cccc(/C=C/C(=O)NCCc2ccc(OC)c(OC)c2)c1 | 1742 | 1736
O=C(NC(=S)Nc1ccc(S(=O)(=O)N2CCOCC2)cc1)c1ccccc1[N+](=O)[O-] | 1805 | 1589
COC(=O)c1ccc(C(=O)NC(=S)Nc2nc3c(s2)CC(C)CC3)cc1 (centres undefined) | 1785 | 1663
CC1=NN(c2ccccc2)C(=O)C1N=Nc1ccc(C)cc1 (centres undefined) | 1594 | 1493
O=C(/C=C/c1ccc(Cl)c([N+](=O)[O-])c1)Nc1ccc(N2CCCC2)c(Cl)c1 | 1976 | 1442
Cc1nc(-c2ccncc2)sc1C(=O)Nc1ccc(Br)cc1 | 1782 | 1409
CCOC(=O)/C(C#N)=N\Nc1ccc(S(=O)(=O)Nc2nc(C)cc(C)n2)cc1 | 1824 | 1581
Cc1nnn(-c2nonc2N)c1C(=O)N/N=C/c1cccc2ccccc12 | 1590 | 1585
Cc1ccc2c(c1)NCC(C(=O)NCc1ccccc1)O2 (centres undefined) | 1707 | 1547
Cc1cc(NN)nc(NS(=O)(=O)c2ccc(Cl)cc2)n1 | 1719 | 1625
O=C(CSc1ncc(-c2ccccc2)n1CC1CCCO1)N1CCCCC1 (centres undefined) | 1920 | 1574
O=C(Cc1ccc2c(c1)OCCO2)N1CCN(S(=O)(=O)c2cccc(C(F)(F)F)c2)CC1 | 1717 | 1521

(further entries)
Structure | SRC1 TRFRET art | SRC3 TRFRET art
CCCCCCc1cc2cc(S(=O)(=O)c3ccc(F)c(Cl)c3)c(=O)oc2cc1O | 2063 | 1592
Cc1ccc(/C=N/Nc2ccc(Cl)c(C(=O)O)c2)s1 | 2112 | 1631
CC1CCCCC1NC(=O)Cn1nnc2ccccc2c1=O (centres undefined) | 1669 | 1685
CC(=O)C1=C(O)C(=O)N(c2ccc(C)cc2)C1c1ccc([N+](=O)[O-])cc1 (centres undefined) | 1914 | 1507
Cc1ccc(C(=O)Nc2cc(C(C)C)c(O)c(C(C)C)c2)cc1 | 1926 | 1533
CC(=O)Nc1ccccc1C(=O)C(=O)Nc1cccc(C(=O)N2CC(C)CC(C)C2)c1 (centres undefined) | 1660 | 1449
CC(NC(=O)C(=S)N1CCN(C)CC1)c1ccccc1 (centres undefined) | 1798 | 1394
O=C(N/N=C1/CCSC1)c1cccc([N+](=O)[O-])c1 | 1833 | 1670
CN(c1ccccc1)S(=O)(=O)c1cccc(NC(=O)CSc2ncc(C(F)(F)F)cc2Cl)c1 | 1660 | 1486
COc1ccc(/C=C/C(O)=C(\C#N)c2nnc(N3CCOCC3)n2-c2ccccc2)cc1OC | 1866 | 1510
O=C(CCC(=O)c1ccc(Oc2ccccc2)cc1)Nc1cccc(Cl)c1 | 1979 | 1538
O=C(c1ccc(F)cc1)N1CCOCC1 | 1858 | 1546

Next part
Structure | SRC1 TRFRET art | SRC3 TRFRET art
O=C(Cn1nnc(-c2ccccc2)n1)NNC(=O)c1ccc(Br)cc1 | 1668 | 1571
COc1ccc(N(CC(=O)Nc2cc(C)ccc2C)S(=O)(=O)c2c(C)nn(C)c2C)cc1 | 1876 | 1638
COc1ccc(CN2C(=O)CC(Cc3ccc(C)cc3)C2=O)cc1OC (centres undefined) | 1570 | 1642
CCOC(=O)c1sc(NC(=O)c2ccc(S(=O)(=O)N3CCCCCC3)cc2)nc1-c1ccccc1 | 1607 | 1416
N/C(=N\NC(=O)c1ccccc1)c1cc2ccccc2oc1=O | 1594 | 1615
CCO[C@H]1OC(C(=O)N2CCN(Cc3ccc4c(c3)OCO4)CC2)=C[C@@H](c2ccc(Br)cc2)[C@@H]1CCCO | 1671 | 1644
Nc1ccc(N(CCO)CCO)cc1 | 1898 | 1766
COC(=O)c1c(NC(=O)c2nn(C)cc2Cl)sc2c1CCCC2 | 1912 | 1532
CCC1(CC)N=C(c2ccccc2)C(=S)N1 | 1793 | 1319
C=CCNC(=O)c1scc2c1CCCC2 | 1790 | 1355
C#CCOCCOCCOCCNc1nc(N2CCN(C(=O)[C@H]([C@@H](C)CC)n3cc([C@@H](N)CO)nn3)CC2)nc(N2CCN(C(=O)[C@H]([C@@H](C)CC)n3cc([C@@H](N)Cc4ccc(O)cc4)nn3)CC2)n1 | 1918 | 1583
CC(=O)NC(Cc1ccc(O)cc1)C(=O)NN (centres undefined) | 1772 | 1543

Later entries:
Structure | SRC1 TRFRET art | SRC3 TRFRET art
CC1=C(C(=O)N2CCOCC2)C(c2ccc(Br)cc2)NC(=S)N1c1ccccc1 (centres undefined) | 1776 | 1585
O=C1Nc2ccccc2OCc2c1cccc2[N+](=O)[O-] | 1547 | 1170
CCCCCCCC1(C)NC(=O)N(CC(=O)Nc2cc(C)on2)C1=O (centres undefined) | 1780 | 1609
C#CC(CC)(CC)NC(=O)Nc1ccccc1C(=O)OC | 1906 | 1549
O=C(Nc1cccc(Cl)c1)N1CCN(C/C=C/c2ccccc2)CC1 | 1822 | 1632
CNc1oc(-c2ccccc2Cl)nc1P(=O)(c1ccccc1)c1ccccc1 | 1708 | 1526
O=C(CSc1nnc(SCc2ccccc2)s1)N/N=C/c1ccc(Cl)cc1Cl | 1740 | 1549
Oc1ccccc1C=NC1CCCCC1N=Cc1ccccc1O (centres undefined) | 1579 | 1327
Cc1nc2ccc(NC(=O)c3ccccc3)cc2s1 | 1764 | 1364
CCC(CC)NC(=O)CO/N=C/c1ccc(Cl)cc1Cl | 1843 | 1434
CCOc1ccc(OCc2ccc(C(=O)N3CCCC(C)C3)cc2)cc1 (centres undefined) | 1924 | 1676
O=C(CCC(=O)Nc1ccccc1)NNS(=O)(=O)c1ccccc1[N+](=O)[O-] | 1705 | 1422

New compounds follow
Structure | SRC1 TRFRET art | SRC3 TRFRET art
Cc1ccc(-n2c(C)cc(C(=O)CN3CCOCC3)c2C)cc1 | 1698 | 1299
Cc1cc(/C=C2/NC(=O)NC2=O)c(C)n1-c1ccc(N2CCOCC2)cc1 | 1914 | 1669
Cc1nn(-c2ccc(C(=O)OC(C)C)cc2)c(C)c1[N+](=O)[O-] | 1868 | 1614
CCCCCNc1nc(-c2ccccc2)nc(-n2ccnc2)n1 | 1814 | 1467
Cc1ccc(NP(=O)(Nc2ccc(C)cc2)Nc2ccc(C)cc2)cc1 | 1760 | 1510
CC(C)c1ccccc1NS(C)(=O)=O | 1768 | 1558
O=C(Nc1ccc(F)cc1)c1c(Cl)nc2ccccn12 | 1814 | 1521
Cc1nc2ccccn2c1C(=O)NC1CCCC1 | 1787 | 1682
O=C(Cc1ccccc1)NN1C(=O)c2ccccc2C1=O | 1986 | 1361
Cc1ccc(NC(=O)CSc2ccccn2)cc1S(=O)(=O)N1CCOCC1 | 1456 | 1448
CN(C(=O)COC(=O)c1ccc2[nH]c3c(c2c1)CCCC3)C1CCS(=O)(=O)C1 (centres undefined) | 1782 | 1569
COc1ccc(N2CCN(C(=O)C3Cc4ccccc4CN3C(=O)c3ccccc3)CC2)cc1 (centres undefined) | 1757 | 1371

(list continues)
Structure | SRC1 TRFRET art | SRC3 TRFRET art
COC(CC(=O)NNC(=S)Nc1ccccc1)OC | 1882 | 1469
CC(C)(O)[C@@H]1Cc2c(ccc3ccc(=O)oc23)O1 | 1817 | 1592
Cc1c(NC(=O)C(C)OC(=O)CCC2CCCC2)c(=O)n(-c2ccccc2)n1C (centres undefined) | 1876 | 1566
Cc1cc(C(=O)Cn2nnc(-c3ccc(Cl)cc3)n2)c(C)n1-c1ccccc1 | 1740 | 1674
COc1ccccc1OCCC(=O)OCC(=O)Nc1cccc(Br)c1 | 1794 | 1628
COc1ccc(OC2OC3COC(c4ccco4)OC3C(O)C2NC(C)=O)cc1 (centres undefined) | 1916 | 1716
Cc1csc(Nc2ccc(Cl)cc2)n1 | 1508 | 1449
Cc1ccc(Cn2c(O)c(N=NC(=S)Nc3ccccc3F)c3ccccc32)cc1 | 1763 | 1456
Cc1c(C(=O)C(=O)NCCc2ccc(S(N)(=O)=O)cc2)c2ccccc2n1C | 1748 | 1625
CCOC(=O)N1CCC(N2CCN(C3CCCC3)C(CCO)C2)CC1 (centres undefined) | 1715 | 1830
Cc1ccc(Cn2ccsc2=NC(=O)CCl)cc1 | 1701 | 1374
O=c1c2c(nc3nc(NCc4ccccc4Cl)[nH]n13)CCC2 | 1543 | 1518

Further records follow:
Structure | SRC1 TRFRET art | SRC3 TRFRET art
Cc1ccc(S(=O)(=O)NN2C(=O)c3ccccc3NC2C)cc1 (centres undefined) | 1625 | 1510
Nc1nc(CSc2nc3ccccc3s2)nc(Nc2ccccc2)n1 | 1915 | 1433
COc1cc2ncnc(NCc3ccco3)c2cc1OC | 1505 | 1608
COc1ccc(C(=O)N/N=C(\C)Cn2cnc([N+](=O)[O-])n2)cc1 | 1884 | 1451
COC(=O)N/N=C/c1cccnc1 | 1726 | 1601
Cc1cc(C)cc(N(C(=O)CCC(=O)Nc2ccccn2)C(C(=O)NC(C)C)c2ccc(O)cc2)c1 (centres undefined) | 1868 | 1529
COc1ccc(Cl)cc1NC(=O)COC(=O)C(CC(C)C)N1C(=O)C2CC=CCC2C1=O (centres undefined) | 1810 | 1689
CC(/C=N/NC(=O)CSc1nc2ccccc2n1C)=C\c1ccco1 | 1483 | 1429
CCn1c(CC(=O)Nc2ccccc2)n[nH]c1=S | 1833 | 1742
CCCCN(C)CCOc1ccccc1OCC | 1876 | 1651
C/C(=N/NC(=O)CN1CCN(Cc2ccccc2Cl)CC1)c1ccncc1 | 2006 | 1570
CC1CCN(S(=O)(=O)c2cccc(C(N)=O)c2)CC1 | 1717 | 1494

New compounds follow.
Structure | SRC1 TRFRET art | SRC3 TRFRET art
CCOC(=O)c1c(-c2ccc(C)cc2)csc1NC(=O)CCSc1nnc2ccccn12 | 1584 | 1624
CC1Cc2nc(SCC(=O)N3CCCC3)n(C)c(=O)c2S1 (centres undefined) | 1723 | 1637
COC(=O)c1cccc(-n2c(C)cc(C=O)c2C)c1C | 1941 | 1738
COc1ccc(-c2cc(C(F)F)n3ncc(C(=O)n4ccnc4C)c3n2)cc1 | 1721 | 1459
O=C(Nc1nnc(-c2ccccn2)o1)c1cccc(Br)c1 | 2067 | 1474
O=C(Cc1ccc([N+](=O)[O-])cc1)N1N=C(c2ccncc2)CC1(O)C(F)(F)F (centres undefined) | 2125 | 1554
CC(C)NC(=O)/C(C#N)=C\c1ccc(N(C)C)o1 | 1909 | 1288
Cc1nc2ccc(NC(=O)c3cccnc3)cc2s1 | 1766 | 1418
COc1ccccc1OCCC(=O)OCC(=O)Nc1ccc(Br)cc1F | 1722 | 1876
O=C(NC(=S)NC1C2CC3CC(C2)CC1C3)C12CC3CC(CC(C3)C1)C2 (centres undefined) | 1975 | 1676
Cc1c(Cl)c([N+](=O)[O-])nn1CCCC(=O)Nc1c(Cl)cccc1Cl | 1722 | 1568
Cc1cc(C)c(S(=O)(=O)N2CCCOC2CNC(=O)C(=O)NCCC2=CCCCC2)c(C)c1 (centres undefined) | 1604 | 1449

(next part)
Structure | SRC1 TRFRET art | SRC3 TRFRET art
O=c1c(-c2ccccc2)c(O)c2c(n1-c1ccccc1)CCCC2 | 1630 | 1591
CCC1Cc2c(nc(N)c3c(N)nc(N4CCCCC4)c(C#N)c23)O1 (centres undefined) | 1926 | 1527
N#CCc1nn(-c2ccc(Cl)cc2)c(N)c1C#N | 1903 | 1666
O=c1[nH]c(SCc2cccc(Cl)c2)nc2ccccc12 | 1912 | 1709
Cc1ccc(C(=O)CSc2ccc(-c3cccnc3)nn2)cc1 | 1688 | 1485
Cc1cc(Cl)ccc1NC(=S)NC(C)(C)C | 1999 | 1599
COCCCNC(=O)CSC1=Nc2ccccc2C2=NC(c3ccccc3)C(=O)N12 (centres undefined) | 1836 | 1558
Cc1cc(C)cc(NC(=S)NCc2cccs2)c1 | 1738 | 1559
CCOC(=O)c1c(N2C(=O)Nc3ccccc3N2O)n[nH]c1-c1cccc(Cl)c1 | 1821 | 1507
Cn1nc(-c2ccc(NCCO)c([N+](=O)[O-])c2)c2ccccc2c1=O | 1811 | 1594
O=C(O)c1ccc(N/N=C/C=C/c2ccccc2[N+](=O)[O-])cc1 | 1658 | 1633
O=C(N/N=C/c1ccc(-c2cccc([N+](=O)[O-])c2)o1)c1cccs1 | 1861 | 1516

2 entries from above, field by field.
Molecule: Cc1cc(C)cc(NC(=S)NCc2cccs2)c1
  SRC1 TRFRET art: 1738
  SRC3 TRFRET art: 1559

Molecule: CCOC(=O)c1c(N2C(=O)Nc3ccccc3N2O)n[nH]c1-c1cccc(Cl)c1
  SRC1 TRFRET art: 1821
  SRC3 TRFRET art: 1507

Other compounds follow.
Structure | SRC1 TRFRET art | SRC3 TRFRET art
CC(C(=O)O/N=C(\N)c1cccnc1)c1ccc([N+](=O)[O-])cc1 (centres undefined) | 1755 | 1670
N/C(Cc1cccc2ccccc12)=N\OC(=O)c1ccc(Br)o1 | 2060 | 1838
COCCn1c(=NC(=O)c2nc3ccccc3s2)sc2cc(S(C)(=O)=O)ccc21 | 1652 | 1442
COc1ccc(C2C(C(=O)NCc3ccccn3)CCC(=O)N2c2cc(OC)c(OC)c(OC)c2)cc1 (centres undefined) | 1669 | 1349
CCOC(=O)N1CCc2c(sc3c2c(=O)n(Cc2ccccc2)c(=O)n3Cc2ccc(C)cc2)C1 | 1597 | 1567
CC1CCCN(CC(O)COCc2ccc3c(c2)OCO3)C1 (centres undefined) | 2002 | 1459
COc1ccccc1CNC(=O)Cc1ccc(Br)cc1 | 1972 | 1445
CC(C)(C)NC(=O)NC(=O)CN1CCN(c2ccccc2O)CC1 | 1567 | 1618
Cc1nn(-c2ccccc2)c(N2CCCCC2)c1/C=N/NC(=O)c1ccncc1 | 1673 | 1606

Whole records from above. Order of screens: SRC1 TRFRET art | SRC3 TRFRET art
CC(C(=O)O/N=C(\N)c1cccnc1)c1ccc([N+](=O)[O-])cc1 (centres undefined) is listed with 1755 | 1670
COc1ccccc1CNC(=O)Cc1ccc(Br)cc1 is listed with 1972 | 1445
N/C(Cc1cccc2ccccc12)=N\OC(=O)c1ccc(Br)o1 is listed with 2060 | 1838
COc1ccc(C2C(C(=O)NCc3ccccn3)CCC(=O)N2c2cc(OC)c(OC)c(OC)c2)cc1 (centres undefined) is listed with 1669 | 1349
CCOC(=O)N1CCc2c(sc3c2c(=O)n(Cc2ccccc2)c(=O)n3Cc2ccc(C)cc2)C1 is listed with 1597 | 1567
